# MT1-MMP act inh = MT1-MMP (human) activation inhibition. P50281. HT1080 RFP-PRO-GFP cells, GFP/RFP ratio fluorescence, overnight; percent of plate control window, DMSO zero. GFP/RFP ratio change, % at 20 µM. hit rate 0.061% among 360,000. AID 651647;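 active = GFP/RFP ratio change of at least 30% with cell ATP level not reduced by more than half and red fluorescence within 50% of control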; note: strong numbers were not always called active
#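 Assay system: HT1080 cells carrying an RFP-PRO-GFP reporter | Dosing: Single dose of 20 µM compound, 1% DMSO final | Incubation: Cells overnight before dosing, compound overnight, 37 °C, 5% CO2 | Evaluation: GFP/RFP fluorescence ratio | Control set: DMSO and RFP-L50D-GFP cell wells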
# Rpn11 inh = inhibitors of human proteasome Rpn11; human 26S proteasome, Ub4-pepOG fluorescence polarization; 20S core pre-blocked with epoxomicin; calls only at 20 µM; O00487; hit rate 0.59% among 360,000;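 active = inhibition at 20 µM, scaled to each plate's controls, above about 33%, limit read from the data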
# Target sequence (O00487 whole entry, looked up): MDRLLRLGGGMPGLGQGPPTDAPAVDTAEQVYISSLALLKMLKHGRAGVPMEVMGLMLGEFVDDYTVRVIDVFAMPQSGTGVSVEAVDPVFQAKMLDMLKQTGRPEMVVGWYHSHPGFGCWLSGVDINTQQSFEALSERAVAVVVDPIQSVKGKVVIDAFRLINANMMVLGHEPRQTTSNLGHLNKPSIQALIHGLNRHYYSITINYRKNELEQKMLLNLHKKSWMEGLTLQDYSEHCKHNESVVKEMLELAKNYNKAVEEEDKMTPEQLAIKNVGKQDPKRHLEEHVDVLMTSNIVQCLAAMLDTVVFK
# NRP1-CendR mod = modulators of CendR peptide binding to human neuropilin-1. inhibition, % at 25 µM. FAM-RPARPAR peptide binding to NRP-1, fluorescence polarization. hit rate 0.85% among 360,000. AID 602438. O14786;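 active = inhibition or corrected inhibition above about 18%, plus a signal ratio from 0.5 to 1.5, limit read from the data, passing the limit was not always enough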; note: strong numbers were not always called active
# STEP block = blocks human striatal-enriched tyrosine phosphatase; recombinant STEP, OMFP fluorogenic substrate, fluorescence; inhibition, % at 20 µM; hit rate 0.25% among 360,000; P54829;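 active = inhibition at 20 µM, scaled per plate between control wells, above about 37%, limit read from the data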;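 note: 0% = DMSO with enzyme and substrate and 100% = substrate only without enzyme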
#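 Assay system: isolated STEP enzyme / Timing: 20 min at room temperature, dark / Doses: 20 µM, 1% DMSO / Technique: fluorescence intensity, excitation 480 nm, emission 540 nm / Reagent: fluorogenic phosphatase substrate OMFP at 25 µM final / Measure: percent inhibition scaled to no-enzyme and uninhibited-enzyme controls, plate-pattern corrected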
# SUMO1 PPI mod = modulators of human SUMO1-mediated protein-protein interactions | hit rate 0.33% among 360,000 | inhibition, % at 20 µM | SUMO1 binding to a labelled peptide, TR-FRET, 1 h; in the data active = inhibition above about 37%
# Target sequence (P63165 whole entry, looked up): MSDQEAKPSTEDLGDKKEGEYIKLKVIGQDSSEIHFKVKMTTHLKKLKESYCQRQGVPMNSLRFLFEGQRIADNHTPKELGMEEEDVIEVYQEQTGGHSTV
# NadD inh = inhibitors of Staphylococcus aureus NadD; purified NadD enzyme, colorimetric absorbance read-out; inhibition, % at 20 µM; hit rate 0.78% among 360,000; AID 602399; in the data active = inhibition above about 26%; note: some compounds past the cut are filed as inactive
# LMPTP block = blocks human LMPTP phosphatase; recombinant LMPTP-A, OMFP fluorogenic substrate, fluorescence intensity; inhibition, % at 20 µM; hit rate 0.22% among 360,000;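 active = compounds that cut the enzyme signal by at least half of the control window in the single-dose screen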;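 note: plate controls were DMSO wells with enzyme plus substrate for no effect and substrate without enzyme for full effect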
# Target sequence (P24666 whole entry, looked up): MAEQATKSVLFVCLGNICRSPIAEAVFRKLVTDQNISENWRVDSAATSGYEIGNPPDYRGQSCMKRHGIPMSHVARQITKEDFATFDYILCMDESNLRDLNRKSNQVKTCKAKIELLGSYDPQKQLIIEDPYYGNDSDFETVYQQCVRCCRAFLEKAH
#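 material = LMPTP-A | quantity = 0.625 nM enzyme | reagent = OMFP substrate, 400 µM final | buffer or medium = Bis-Tris pH 6.0, DTT, detergent | detection = endpoint fluorescence intensity from OMFP dephosphorylation | dosing = single 20 µM dose | read-out basis = % inhibition relative to no-enzyme and uninhibited control wells | control set = no-enzyme and uninhibited controls | timing = 50 min at room temperature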
# SKN-1 block = inhibitors of C. elegans SKN-1; hit rate 0.49% among 360,000; inhibition, % at 21.8 µM; C. elegans VP596 Pgst-4::GFP/RFP ratio, acrylamide-induced, 24 h;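 active = interference check ratio from 0.5 to 1.5 plus GFP to RFP signal ratio inhibition reaching or exceeding a fixed threshold, cut at about 30% in these data, passing the limit was not always enough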; note: some compounds called inactive have numbers as strong as hits
# Scp1 inh = Scp-1 (human) phosphatase inhibition | inhibition, % at 20 µM | Q9GZU7 | hit rate 0.88% among 340,000 | Recombinant Scp1, phosphopeptide, malachite green phosphate absorbance;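 active = inhibition above about 50% at 20 µM, limit read from the data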;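 note: plate controls were DMSO wells with enzyme for no effect and wells lacking enzyme for full effect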
# Target sequence (Q9GZU7 76-261 limits assumed): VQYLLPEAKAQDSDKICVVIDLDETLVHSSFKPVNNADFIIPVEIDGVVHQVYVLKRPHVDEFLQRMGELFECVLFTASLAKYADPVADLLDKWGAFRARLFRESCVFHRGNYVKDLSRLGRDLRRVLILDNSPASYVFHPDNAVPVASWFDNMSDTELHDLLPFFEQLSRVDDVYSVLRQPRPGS
#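 Test system: SCP-1 catalytic domain; Buffer or medium: Acidic Tris acetate buffer with magnesium and detergent; Also added: Phosphorylated 17-residue peptide substrate; Compound: single 20 µM dose, 1% DMSO; Schedule: enzyme reaction 45 min at room temperature, colour 5 min, stabilisation 30 min; Signal: Phosphate-binding colour reagent, absorbance read at 630 nm.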
# DNMT1 inh = DNMT1 (human) enzyme inhibition. inhibition (reported as % activation of signal), % at 10 µM. hit rate 0.83% among 360,000. DNMT1 molecular beacon, Hinp1I cleavage, fluorescence. P26358; in the data active = inhibition above about 50%
# The depositor's hits bear a star; i = inactive; . = not tested or not shown. Compounds were not picked by outcome. About 3.9% of those tested had a hit in this group.
SMILES,MT1-MMP act inh,Rpn11 inh,NRP1-CendR mod,STEP block,SUMO1 PPI mod,NadD inh,LMPTP block,SKN-1 block,Scp1 inh,DNMT1 inh
CCCCCCN1C[C@H](n2cc(COC(=O)c3ccccc3)nn2)[C@@H](O)C[C@@H]1c1ccc(C)cc1,0,i,-22,1,7,4,1.9,4,.,-21
CCCCn1c(=O)[nH]c(=O)c2c1nc(-c1ccc(C#N)cc1)n2C1CCCC1,-7,i,-6,-2,0,25,1.7,7,-9,-9
CCSc1nc(-c2ccc(OC)cc2)cc(-c2ccccc2)c1C#N,-4,i,-6,2,3,-2,4.8,2,-11,1
CCN(CC)S(=O)(=O)c1cc(NC(=O)COc2ccc(C#N)cc2OC)ccc1C,-1,i,12,-2,0,-3,-0.4,10,-4,15
O=C(COc1ccc(S(=O)(=O)N2CCOCC2)cc1Cl)NC1CCCCC1,2,i,12,-2,5,-9,-0.6,8,6,1
Cn1cnc2c(SCc3ccccc3)ncnc21,-1,i,-4,1,1,1,-1.0,24,-10,-3
CC(=O)c1ccc(NC(=S)NC(C)CCc2ccccc2)cc1 (stereo not drawn),5,i,0,2,-3,-4,-1.2,4,-3,4
FC(F)(F)Oc1ccccc1C(c1nnnn1-c1ccc2c(c1)OCCO2)N1CCN(C/C=C/c2ccccc2)CC1 (stereo not drawn),-1,i,11,2,8,3,6.3,3,.,-9
O=C(Cc1ccsc1)Nc1ccc(S(=O)(=O)C(F)F)cc1,5,i,-11,-3,-2,-8,-0.5,0,-9,0
CC(On1nnc2ccc(S(=O)(=O)N3CCOCC3)cc21)C(=O)Nc1ccccc1F (stereo not drawn),-3,i,-6,-2,1,-2,-1.9,7,-3,-1
COc1ccc(CCN2CC(C(=O)NCC3(O)CCCCC3)CCC2=O)cc1 (stereo not drawn),5,i,-2,-4,1,-5,-1.7,3,2,0
Cc1ccc2nc(N(CCN(C)C)C(=O)c3ccc4ccccc4c3)sc2c1,2,i,19,-1,-8,-7,-0.1,-12,5,-3
O=C(CSc1ccc2c(c1)OCCO2)Nc1ccc(Br)cc1,1,i,5,8,-1,-10,1.3,-3,-18,-8
COc1ccc(NC(=O)C(c2ccc(C)cc2)N(C)C(=O)c2ccc(=O)[nH]c2)cc1 (stereo not drawn),-7,i,6,-3,-3,-1,-0.1,-1,-11,-5
CCS(=O)(=O)c1ncc(CO)n1CCc1ccccc1,-2,i,1,1,-5,-4,-0.3,7,-10,1
O=C(Nc1ccc(Cl)cn1)C1CCCN1S(=O)(=O)c1ccccc1 (stereo not drawn),0,i,0,-3,1,-3,-0.8,4,-9,0
O=S(=O)(Nc1nc2ccccc2nc1NCC1CCCO1)c1cc(Cl)ccc1Cl (stereo not drawn),5,i,8,-4,-3,4,-0.5,11,-4,1
CC(C)CNC(=S)NC1CCCC1,3,i,-9,0,-1,1,-1.6,-13,-8,0
CC(C)C12NC(=O)NC(=O)N1CCS2 (stereo not drawn),-3,i,-1,1,4,4,-0.3,15,7,1
CCOC(=O)c1c(NC(=O)C2C3C=CC(CC3)C2C(=O)O)sc(C)c1C (stereo not drawn),-6,i,10,1,2,3,-1.1,9,-10,-1

# Five entries from above, tab-delimited.
SMILES	MT1-MMP act inh	Rpn11 inh	NRP1-CendR mod	STEP block	SUMO1 PPI mod	NadD inh	LMPTP block	SKN-1 block	Scp1 inh	DNMT1 inh
COc1ccc(NC(=O)C(c2ccc(C)cc2)N(C)C(=O)c2ccc(=O)[nH]c2)cc1 (stereo not drawn)	-7	i	6	-3	-3	-1	-0.1	-1	-11	-5
CCS(=O)(=O)c1ncc(CO)n1CCc1ccccc1	-2	i	1	1	-5	-4	-0.3	7	-10	1
O=C(Nc1ccc(Cl)cn1)C1CCCN1S(=O)(=O)c1ccccc1 (stereo not drawn)	0	i	0	-3	1	-3	-0.8	4	-9	0
O=S(=O)(Nc1nc2ccccc2nc1NCC1CCCO1)c1cc(Cl)ccc1Cl (stereo not drawn)	5	i	8	-4	-3	4	-0.5	11	-4	1
CC(C)CNC(=S)NC1CCCC1	3	i	-9	0	-1	1	-1.6	-13	-8	0

# (continued)
SMILES,MT1-MMP act inh,Rpn11 inh,NRP1-CendR mod,STEP block,SUMO1 PPI mod,NadD inh,LMPTP block,SKN-1 block,Scp1 inh,DNMT1 inh
Cc1cc(N2CCN(C(=O)OC(C)(C)C)CC2)n2ncnc2n1,4,i,7,0,-2,-1,1.0,-14,0,4
CCOc1ccc(C(=O)C2CCN(CC(=O)Nc3nccs3)CC2)cc1,3,i,0,-2,-1,-6,-2.1,10,-10,-1
CC1CCN(S(=O)(=O)c2ccc3c(c2)N(CC(=O)NCCCN2CCCCC2)C(=O)CS3)CC1,-3,i,13,-1,-8,-2,-5.1,-3,6,2
CC(C)C[C@H](NC(=O)C1(c2ccccc2)CCN(C(=O)OC(C)(C)C)CC1)C(=O)N1CCC[C@H]1C(=O)O,-3,i,-2,-4,3,-3,-2.2,10,-4,-1
Cn1c(CC(=O)Nc2ccccc2)c(Sc2ccccc2)c2ccccc21,-2,i,6,1,1,-4,2.8,10,-6,-8
O=C(CSc1nc(-c2ccccc2)c(-c2ccccc2)[nH]1)Nc1nccs1,-4,i,15,-2,3,3,2.4,6,0,-8
Cc1ccc(S(=O)(=O)CCC(=O)c2ccc(F)cc2)cc1,-1,i,16,4,1,-8,-0.5,3,-2,5
NC(Cc1ccc(Cl)cc1)c1csc(Nc2nccc(C(F)(F)F)n2)n1 (stereo not drawn),2,i,-4,4,-50,10,-2.6,15,.,-5
Cc1ccc(S(=O)(=O)NC(=O)Nc2ccc(F)c(F)c2)cc1,1,i,-1,-3,-3,-9,-0.8,9,-3,2
COCCN1C(=O)CSCC1(C)C(=O)NC(C)C (stereo not drawn),0,.,0,.,3,.,-1.4,5,.,.
O=S(O)OC1CS(=O)(=O)CC1c1ccccc1 (stereo not drawn),4,i,0,-1,1,-7,-0.2,-9,-3,-1
CC(NC(=O)NC1CCCCC1)c1ccc2c(c1)OCO2 (stereo not drawn),-1,i,8,-1,1,-1,-0.6,0,-2,-1
COc1ccc(CNC(=O)c2cncc(Br)c2)cc1,0,i,1,-3,1,0,-2.2,3,-2,2
O=C(NCc1cccs1)c1cc(C2CC2)on1,0,i,1,2,2,-1,-0.5,-3,18,12
CC(=O)N1CN(CCCn2ccnc2)Cc2c1sc1c2CCCC1,9,i,-2,-5,-1,6,-7.0,-10,-12,-3
CCOC(=O)CC1NC(=O)c2ccccc21 (stereo not drawn),3,i,-8,-2,-1,-3,-1.3,-22,-5,4
CCC(=O)c1ccc(OCC(=O)Nc2ccc(N3CCCCC3)cc2)cc1,9,i,2,-1,7,11,-0.5,12,-5,17
Cc1ccc(OCC(O)CNCc2ccccc2)cc1C (stereo not drawn),1,i,5,1,-5,-4,-0.8,-3,1,0
CCC(C)CCCCCCCCCCC(=O)O (stereo not drawn),1,i,-86,-1,1,0,3.0,-12,-7,9
COc1ccccc1OCC(=O)Nc1ccccn1,2,i,-7,-2,-2,5,0.0,-16,-3,-1
Clc1ccccc1Nc1nc(NCC2CC2)nc2ccsc12,-6,i,10,2,-5,1,32,7,.,5
CN(C)c1nc(NCc2ccccc2)nc(SCC(=O)Nc2ccccc2)n1,3,i,5,4,3,-4,1.7,16,1,-3
CCOC(=O)c1ccc(NC(=O)c2nc[nH]c2C(=O)N[C@@H](C)CO)cc1,6,i,4,-2,1,6,-1.5,-8,.,0
CC(C)CC1C(=O)N(Cc2cn(CC3CCCCC3)nn2)CCS(=O)(=O)N1Cc1ccc(-c2ccc(Cl)c(Cl)c2)cc1 (stereo not drawn),-5,i,-12,0,-1,10,2.4,4,.,-2
O=C(COC(=O)c1ccc(Br)o1)Nc1ccc2[nH]c(=O)[nH]c2c1,1,i,3,2,39*,-3,-0.7,5,1,8
CCOC(=O)/C(C#N)=C/c1cc2cc(C)c(C)cc2nc1Cl,-12,i,-12,2,-21,-2,0.9,3,-12,0
N/C(=N\OC(=O)Cc1ccccc1[N+](=O)[O-])c1ccccn1,2,i,11,-4,-13,-4,-0.8,-13,-3,1
CCN(CC)S(=O)(=O)c1ccc(O)c(NC(=O)c2ccc(N3CCOCC3)c([N+](=O)[O-])c2)c1,6,i,-3,5,-5,2,1.1,15,-4,-2
CC/C(C)=N/Oc1nc(C)cc(C)n1,3,i,4,-2,-8,-12,-0.4,9,-5,-3
Cc1cc(C)c2nc(-c3ccccn3)cc(C(=O)Nc3cc(C)on3)c2c1,2,i,-4,-1,0,-3,0.6,6,1,34
O=C1NC(=O)c2c(NC(=O)C3CCCO3)cccc21 (stereo not drawn),-1,i,-2,-6,-14,-1,-2.1,-5,-3,3
CCCCNC(=S)NNC(=O)CCn1nc(C)c(Br)c1C,-10,i,15,-1,-5,1,-0.2,2,-2,-3
Oc1cccc(NC(=S)N=Nc2c(O)[nH]c3ccccc23)c1,7,i,3,-1,-21,-4,2.0,0,-13,-8
O=[N+]([O-])c1ccc2c(c1)C(=Nc1ccccc1)c1ccccc1-2,-6,i,-8,-2,-31,-1,2.1,29,-8,0
O=C(Nc1ccc(Cl)cn1)C1CCCN1S(=O)(=O)c1ccc(Cl)cc1 (stereo not drawn),2,i,-2,-4,1,0,-0.4,6,-3,-3
CC(=O)Nc1ccc(S(=O)(=O)NCCc2ccccc2)cc1,1,i,0,-2,-6,3,-0.6,9,-6,4
CC(C)=CCC/C(C)=C/CNC(=O)C[C@H]1C[C@H](C(=O)N2CCCCC2)[C@@]2(C)c3[nH]c4cc(CCC(=O)N(C)C)ccc4c3CCN2C1=O,-7,i,3,0,4,1,0.9,0,7,-7
COc1cc2cc(C(=O)Nc3ccc4c(c3)OCCO4)[nH]c2cc1OC,3,i,6,-1,8,-3,2.2,-4,-7,-4
COc1ccc(F)cc1S(=O)(=O)NCc1cc(=O)n(C)c(=O)n1C,-2,i,6,-3,-1,7,1.9,0,1,3
COc1cc(C(O)c2nc(-c3ccccc3)cs2)ccc1F (stereo not drawn),-3,i,1,-5,0,1,0.7,10,.,-4
CC(=O)OCC1(C)CN(c2ccccc2)N(C(=O)c2ccc(C(C)(C)C)cc2)C1=O (stereo not drawn),8,i,-5,-3,0,-2,1.5,-2,-1,5
COc1ccc(N(CC(=O)Nc2ccc(OC)cc2OC)S(=O)(=O)c2ccccc2)cc1,-5,i,0,2,2,-6,1.5,1,-25,-4
